Screening data from PubChem BioAssay.
APOBEC3G inh = inhibitors of human APOBEC3G DNA deaminase; Q9HC16; recombinant A3G, ssDNA deamination FAM/TAMRA fluorescence; inhibition, % at 20 µM; 0.28% of 330,000 active; AID 493012;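 active = inhibition of at least 40% at 20 µM, with no more than 30% in the related APOBEC3A deaminase screen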;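 note: plate controls were DMSO wells with A3G for no effect and wells lacking A3G enzyme for full effect; some compounds called inactive have numbers as strong as hits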
Target sequence (Q9HC16 whole entry, looked up): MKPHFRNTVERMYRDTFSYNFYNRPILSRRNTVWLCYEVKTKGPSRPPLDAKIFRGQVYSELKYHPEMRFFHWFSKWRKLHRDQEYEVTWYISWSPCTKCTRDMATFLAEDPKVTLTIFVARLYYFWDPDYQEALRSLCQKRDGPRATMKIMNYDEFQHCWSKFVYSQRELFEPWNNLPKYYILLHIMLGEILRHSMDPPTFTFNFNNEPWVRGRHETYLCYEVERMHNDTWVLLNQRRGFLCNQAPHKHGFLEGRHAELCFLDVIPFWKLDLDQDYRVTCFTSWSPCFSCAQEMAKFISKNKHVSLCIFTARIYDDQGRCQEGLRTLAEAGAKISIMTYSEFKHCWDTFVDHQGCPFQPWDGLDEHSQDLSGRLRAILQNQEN
hIAP inh = blocks human intestinal alkaline phosphatase | inhibition, % at 10 µM | 0.12% of 330,000 active | purified IAP, CDP-Star luminescence, 30 min;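 active = inhibition reaching a set limit with compound at 10 µM in the primary screen, cut at about 35% in these data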;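 note: plate controls were DMSO wells with enzyme for no effect and no-enzyme buffer wells for full effect; values of inactives mirror those of a sister screen read the other way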
hIAP act = increases human intestinal alkaline phosphatase activity; P09923; purified human IAP, CDP-Star luminescence, 30 min; stronger effect = higher value; 1 = vehicle-only enzyme, 0 = enzyme-free background; activation factor at 10 µM; 0.16% of 330,000 active;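 active = activation factor of the enzyme at least 2-fold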; note: the source names both 10 and 20 µM as test concentration; values of inactives mirror those of a sister screen read the other way
beta cell repl = induces beta-cell replication in MIN6 cells; MIN6 cells proliferation, ATPlite luminescence, 48 h; cells starved in 0.2% serum; 100% = growth in 10% serum; AID 2380; 0.29% of 330,000 active; proliferation, % at 10 µM;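 active = compounds whose signal lies at least 3.5 SD above the mean of all wells on their plate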;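 note: 0% = DMSO-treated cells in low-serum medium and 100% = 10% serum control; some compounds called inactive have numbers as strong as hits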
mIAP act = increases mouse intestinal alkaline phosphatase activity | muIAP, CDP-Star luminescence, 30 min; stronger effect = higher value; 1 = vehicle-only enzyme signal, 0 = enzyme-free wells | activation factor at 10 µM | 0.24% of 330,000 active | AID 2805;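 active = activation factor of at least 2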; note: the source names both 10 and 20 µM as test concentration; values of inactives mirror those of a sister screen read the other way
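Assay system: mouse IAP enzyme; reagent: chemiluminescent substrate CDP-Star; dosing: test compounds delivered from DMSO solution; schedule: 30 min at room temperature; measured by: luminescence from enzymatic CDP-Star hydrolysis; controls: DMSO-only wells and no-enzyme negative control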
NLRP3 yeast inh = NALP3 inhibition in yeast; 0.39% of 330,000 active; inhibition, % at 10 µM; Yeast reconstituted NLRP3/ASC/caspase-1, beta-gal luminescence, 24 h;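 active = inhibition of 50% or more; inactive = inhibition below 50%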;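 note: plate controls were induced DMSO wells for no effect and uninduced yeast grown without galactose for full effect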
A3A deaminase = blocks human APOBEC3A ssDNA deamination | recombinant A3A, FAM/TAMRA ssDNA deamination fluorescence | P31941 | 0.41% of 330,000 active | inhibition, % at 20 µM | AID 493011;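 active = at least 40% inhibition at 20 µM here, with at most 30% in a related deaminase screen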;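 note: plate controls were A3A with DMSO for no effect and wells lacking A3A enzyme for full effect; some results filed as inactive read as strong as hits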
Target sequence (P31941 whole entry, looked up): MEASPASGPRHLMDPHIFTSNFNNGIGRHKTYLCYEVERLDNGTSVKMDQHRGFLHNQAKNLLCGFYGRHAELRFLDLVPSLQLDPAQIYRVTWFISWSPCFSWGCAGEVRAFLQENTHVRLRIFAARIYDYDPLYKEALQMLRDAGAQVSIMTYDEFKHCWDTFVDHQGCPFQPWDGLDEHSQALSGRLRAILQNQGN
mIAP block = mouse IAP inhibition | 0.2% of 330,000 active | inhibition, % at 10 µM | AID 2806 | purified mouse IAP, CDP-Star luminescence, 30 min;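 active = inhibition of at least 40% at 10 µM in the primary screen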;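 note: plate controls were DMSO with enzyme for no effect and no enzyme wells for full effect; values of inactives mirror those of a sister screen read the other way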
SENP1 inh = SENP1 (human) catalytic domain inhibition. recombinant SENP1 catalytic domain, CyPet-SUMO1-YPet FRET cleavage. inhibition, % at 10 µM. 0.21% of 360,000 active;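 active = inhibition at least 30% at 10 µM, raw YFP signal under a set limit, fluorescence ratio 0.5 to 1.5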;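 note: 0% = enzyme with DMSO and 100% = no enzyme wells; some results filed as inactive read as strong as hits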
Target sequence (Q9P0U3 419-644 limits assumed): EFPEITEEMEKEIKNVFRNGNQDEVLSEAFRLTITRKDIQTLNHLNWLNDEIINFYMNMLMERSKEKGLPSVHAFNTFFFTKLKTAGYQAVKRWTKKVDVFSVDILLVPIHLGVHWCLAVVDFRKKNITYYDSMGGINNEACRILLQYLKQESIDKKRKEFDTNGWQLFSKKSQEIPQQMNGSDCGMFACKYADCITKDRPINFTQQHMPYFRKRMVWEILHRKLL
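system = hSENP1 catalytic domain, recombinant | reagent = SFCypet-SUMO1-SFYpet substrate at 25 nM | doses = one dose per compound, 10 µM, 0.5% DMSO | incubation = enzyme reaction for 50 min at room temperature, dark | measured by = FRET, CFP and YFP emission | controls = no-enzyme low, enzyme-DMSO high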
Active calls of the source: *; nt = not tested or not shown. An excerpt. The share of hits here may be higher or lower than overall.

SMILES | APOBEC3G inh | hIAP inh | hIAP act | beta cell repl | mIAP act | NLRP3 yeast inh | A3A deaminase | mIAP block | SENP1 inh
CCCn1c(/N=C/c2cc(OC)ccc2O)nc2ccccc21 | -8 | 5 | 0.95 | -2 | 1.1 | 0 | -5 | -5 | -30
COc1ccc(NC(=O)CN2CCN(C(=O)c3ccco3)CC2)c(OC)c1 | 2 | 9 | 0.91 | 2 | 0.97 | 8 | 1 | 3 | 2
CC(C)c1ccccc1NC(=O)c1ccco1 | -3 | -3 | 1 | -2 | 1.1 | -25 | -3 | -9 | -1
Cc1cc(C)n(-c2ccc(C(=O)Nc3ccc(C)c(S(=O)(=O)N(C)C)c3)cc2)n1 | 0 | 9 | 0.91 | 0 | 1 | 19 | 1 | -1 | 2
Cc1cccc(NC(=O)C2CCN(C(=O)[C@@H]3Cc4ccccc4CN3)CC2)c1 | -3 | -26 | 1.3 | 5.2* | 1 | 12 | -2 | -1 | 1
CCn1c2ccc(F)cc2c2nc3ccccc3nc21 | -3 | 20 | 0.81 | 0 | 0.96 | 12 | -2 | 4 | -22
O=C(N/N=C/c1ccco1)Nc1ccccc1 | -5 | 10 | 0.9 | -1 | 1 | 20 | 2 | -2 | 2
COc1ccc(OC)c(/C=N/N(C)c2ccccc2)c1 | -4 | 0 | 1 | -3 | 1 | 7 | -4 | 0 | 0
CCOC(=O)N1CCN(C(=O)Cc2ccc(-n3c(=S)[nH]c4ccccc4c3=O)cc2)CC1 | -4 | 11 | 0.89 | -2 | 0.94 | 5 | -2 | 6 | 0
O=C(O)C=C(Br)Br | -10 | 3 | 0.97 | -1 | 0.87 | 14 | -3 | 13 | 2
CN(C)/C=C(\C#N)C(=O)Nc1ccccc1 | -3 | -16 | 1.2 | -1 | 0.98 | 9 | 0 | 2 | 3
COc1cc(C(=O)NCC(c2cccs2)N2CCOCC2)cc(OC)c1OC (stereo not given) | 6 | 10 | 0.9 | 2 | 1.1 | 11 | -2 | -6 | 1
CSc1ccc(S(=O)(=O)Nc2c(C)cccc2C)cc1 | -7 | -21 | 1.2 | 1 | 0.96 | 29 | 0 | 4 | 2
Cc1cccc(NC(=S)Nc2ccc(Cl)c(Cl)c2)c1 | -3 | 3 | 0.97 | -6 | 1.2 | 33 | -3 | -16 | 0
Cc1cc(=O)[nH]c(Cc2ccc(OC(C)C)cc2)n1 | -7 | 8 | 0.92 | 0 | 0.96 | 6 | -3 | 4 | 4
CCCCc1nnc(NC(=O)CN2C(=O)c3ccccc3C2=O)s1 | -11 | -6 | 1.1 | -1 | 1.1 | 11 | -6 | -10 | 2
CC1CCCN(Cc2c(C(=O)N3CCc4ccccc4C3)nc3ccc(Cl)cn23)C1 (stereo not given) | -8 | 8 | 0.92 | 0 | 0.98 | 17 | -4 | 2 | -7
O=C(CNC(=O)c1ccccc1F)NC1=NCCS1 | -5 | 10 | 0.9 | -1 | 0.92 | 7 | -2 | 8 | 1
O=C(Cn1ccn(-c2ccc(F)c(F)c2)c(=O)c1=O)NCCc1ccccc1 | -6 | -16 | 1.2 | -3 | 0.97 | -1 | -6 | 3 | 2
Cc1onc(-c2c(Cl)cccc2Cl)c1C(=O)N1CCN(c2ccccc2F)CC1 | -4 | -4 | 1 | 0 | 0.96 | 5 | -6 | 4 | 4
Cc1cc(C)c(S(=O)(=O)c2ccccc2C)c(OCCO)n1 | -4 | -4 | 1 | 1 | 0.92 | 5 | -3 | 8 | 1
CC(=O)Nc1ccc(S(=O)(=O)Nc2ccc3c(c2)C(=O)OC3)cc1 | -5 | -10 | 1.1 | -2 | 0.99 | 1 | -2 | 1 | nt
Cc1cc(C)nc(N(C#N)CCOc2ccc(Cl)cc2)n1 | -1 | 1 | 0.99 | -1 | 0.99 | 24 | 1 | 0 | 1
Cc1ccccc1NS(=O)(=O)c1ccc(C(=O)N2CCN(S(=O)(=O)c3ccccc3)CC2)cc1 | -4 | -1 | 1 | -1 | 1 | 11 | -2 | -1 | 4
CC(C)[C@H](NC(=O)[C@H](Cc1ccccc1)n1c(=O)[nH]c2ccccc2c1=O)C(=O)N1CCC[C@@H]1C(=O)O | -11 | 0 | 1 | 0 | 0.98 | 5 | -5 | 2 | 3
Cc1c(C(=O)NCCCN2CCOCC2)oc2c1C1(CCC2)SCCS1 | -4 | 9 | 0.91 | 1 | 0.97 | 18 | -1 | 3 | -3
O=C(CSc1nc2[nH]ncc2c(=O)[nH]1)Nc1ccccc1C(F)(F)F | -8 | 12 | 0.88 | 2 | 0.99 | 21 | -3 | 0 | 0
COc1cc2nc(SCC(=O)NCCc3ccccc3)n(Cc3ccco3)c(=O)c2cc1OC | 0 | 4 | 0.96 | 1 | 0.88 | 9 | 5 | 12 | 1
COc1ccc(-c2nc(CS(=O)CC(=O)NCCCN3CCCC(C)C3)c(C)o2)cc1OC (stereo not given) | -4 | -23 | 1.2 | 3 | 1 | 16 | -3 | -3 | 0
O=C(Cc1ccccc1F)NC1CCCN(Cc2ccc(Cl)cc2)C1 (stereo not given) | -1 | -24 | 1.2 | -1 | 0.98 | 15 | -3 | 2 | 1
N/C(=N\c1nc(C(F)(F)F)cc(=O)[nH]1)Nc1ccc(Cl)cc1 | -4 | -17 | 1.2 | -4 | 1.2 | -1 | 2 | -17 | nt
CN(c1ccc(C(=O)N2CCN(c3ccccc3F)CC2)cc1)S(=O)(=O)c1ccccc1 | -10 | 0 | 1 | 1 | 1 | 16 | -3 | -2 | 0
CN1C(=O)c2ccc(C(=O)NCc3ccc4c(c3)OCO4)cc2C1=O | -1 | -14 | 1.1 | -1 | 1 | 14 | 1 | -4 | 0
CCOC(=O)N1CCN(C(=O)C(=O)NN)CC1 | -8 | 3 | 0.97 | 3 | 0.92 | 0 | 2 | 8 | 1
CCN1CCN(c2ccc(S(=O)(=O)N3CCCCC3)cc2NC(=O)c2cccc(C)c2)CC1 | 3 | 2 | 0.98 | 0 | 0.95 | 9 | 10 | 5 | 0
Cc1ccccc1SCC(=O)NCCCn1ccnc1 | -9 | -4 | 1 | -2 | 1.1 | 2 | -2 | -6 | -3
CCSc1nnc(NC(=O)/C=C/c2ccc3c(c2)OCO3)s1 | -3 | -18 | 1.2 | -2 | 1 | 8 | 0 | -4 | nt
O=S(=O)(CC(O)COc1ccc(Br)cc1)c1ccccc1 (stereo not given) | -4 | 7 | 0.93 | 3 | 1 | -28 | -1 | 0 | 3
COc1ccc(S(=O)(=O)N(C)CC(=O)NCc2ccccc2)cc1OC | 0 | 9 | 0.91 | 0 | 1.1 | 10 | 4 | -9 | 2
O=C(NCc1ccccc1)c1onc(CSc2ccc(F)cc2)c1C(=O)NCc1ccccc1 | -5 | 7 | 0.93 | -7 | 0.92 | -15 | 8 | 8 | 1
COc1ccccc1NS(=O)(=O)c1ccc(N2CCOCC2)c(NC(=O)c2ccco2)c1 | -12 | -8 | 1.1 | 1 | 1.1 | -12 | 3 | -13 | 2
O=C1NC(=O)/C(=C\c2ccc(Sc3ccc(Cl)cc3)o2)N1 | 9 | -14 | 1.1 | -3 | 0.74 | 9 | 13 | 26 | -16
CC(/C=C/c1ccccc1)=N\NC(N)=S | 0 | -18 | 1.2 | -6 | 0.94 | 22 | 2 | 6 | -4
O=C(CCc1nc(-c2ccccc2Cl)no1)Nc1cccnc1 | -2 | -16 | 1.2 | -2 | 1 | 10 | -4 | -4 | -1
CCN(CC(=O)Nc1cc(Cl)ccc1C)C(=O)c1ccc2c(c1)NC(=O)C(C)S2 (stereo not given) | -10 | -3 | 1 | -2 | 0.96 | 22 | 1 | 4 | 5
CCOC(=O)N1CCN(C(=O)C2CCCN(S(C)(=O)=O)C2)CC1 (stereo not given) | -5 | 0 | 1 | 0 | 0.91 | -1 | -4 | 9 | -1
COc1ccc(NC(=O)CC2C(=O)N(c3ccc(OC)cc3)C(=S)N2NC(=O)c2cccc(F)c2)cc1 (stereo not given) | -8 | 2 | 0.98 | -1 | 1 | 11 | -5 | 0 | 1
COCC(C)NC(=O)c1cccc([N+](=O)[O-])c1 (stereo not given) | -5 | 2 | 0.98 | -2 | 1.1 | 13 | 3 | -6 | 0
COc1ccccc1-c1cc(C(=O)N/N=C\c2cn(C)nc2C)c2ccccc2n1 | 5 | 3 | 0.97 | 2 | 0.97 | -3 | 2 | 3 | -1
CC(C)CC1NC(=O)c2ccccc2-n2c1nc1cc(F)ccc1c2=O (stereo not given) | -10 | 11 | 0.89 | 2 | 1 | 14 | -7 | -2 | nt
Cc1ccc(NC(=O)C2(S(=O)(=O)c3ccc(Cl)cc3)CC2)cc1 | -6 | 10 | 0.9 | 8 | 0.95 | 48 | 2 | 5 | 2
Cc1csc2nc(COC(=O)c3ccc(Cl)c([N+](=O)[O-])c3)cc(=O)n12 | -11 | 18 | 0.82 | -6 | 0.99 | 0 | -9 | 1 | 1
CN1C(=O)C(O)(CC(=O)c2ccc(F)cc2)c2cc(Br)ccc21 (stereo not given) | -3 | -4 | 1 | -7 | 0.9 | 6 | -1 | 10 | 1
COc1ccc(S(=O)(=O)N2CCCC(C(=O)NCC3CCCO3)C2)cc1OC (stereo not given) | -8 | 0 | 1 | 1 | 0.91 | 17 | -3 | 9 | -2
COc1ccc(Cl)cc1NC(=O)CSc1nnc(-c2ccco2)o1 | -3 | -25 | 1.3 | 4 | 0.81 | 10 | 0 | 19 | 0
Cc1cccc(OCC(O)CNC(=O)c2ccccc2C(=O)O)c1 (stereo not given) | -4 | 18 | 0.82 | -2 | 1 | -1 | -3 | 0 | -1
Cc1cc(C)cc(Nc2cc(C)nc3nc(C)nn23)c1 | 0 | -12 | 1.1 | -2 | 0.87 | 6 | -1 | 13 | 0
C/C(=N\NC(=O)c1n[nH]c2c1CCC2)c1cccs1 | -6 | -46 | 1.5 | -3 | 1 | -7 | -4 | -3 | 4
CC(C)Oc1cccc(C(=O)C2CCCN(Cc3ccc4nonc4c3)C2)c1 (stereo not given) | -4 | 3 | 0.97 | -4 | 0.99 | 15 | -1 | 1 | -1
Cc1cccc(NS(=O)(=O)c2ccc(C(=O)N3CCN(c4ccccc4O)CC3)cc2)c1C | -5 | -43 | 1.4 | -5 | 1 | 6 | -6 | -1 | 1
O=C1C2C(c3cccc(/C=C/c4ccccc4)c3)CC=CC2C(c2ccc3ccccc3c2)N1Cc1ccccc1 (stereo not given) | 3 | 15 | 0.85 | -6 | 1 | 1 | 0 | -4 | -1

3 compounds out of the list, sorted by heavy-atom count, falling:
SMILES | APOBEC3G inh | hIAP inh | hIAP act | beta cell repl | mIAP act | NLRP3 yeast inh | A3A deaminase | mIAP block | SENP1 inh
CCN1CCN(c2ccc(S(=O)(=O)N3CCCCC3)cc2NC(=O)c2cccc(C)c2)CC1 | 3 | 2 | 0.98 | 0 | 0.95 | 9 | 10 | 5 | 0
O=C(N/N=C/c1ccco1)Nc1ccccc1 | -5 | 10 | 0.9 | -1 | 1 | 20 | 2 | -2 | 2
CC(/C=C/c1ccccc1)=N\NC(N)=S | 0 | -18 | 1.2 | -6 | 0.94 | 22 | 2 | 6 | -4
